# PfHsp90 set2: growth inhibition of yeast expressing Plasmodium Hsp90; S. cerevisiae expressing PfHsp90, BacTiter-Glo ATP, 48 h; yeast lacking PDR1 and PDR3 efflux regulators; inhibition, % at 9.4 µM; 0.32% of 310,000 active; AID 504621;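 active = every replicate shows inhibition above about 80%, whatever the replicate mean, limit read from the data; inconclusive = mean inhibition reaches the set limit but some replicate falls short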;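 note: 0% = DMSO neutral controls and 100% = 20 µM radicicol positive controls; yeast relying on Plasmodium falciparum Hsp90 in place of its own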
# MOR-DOR ag: agonists of human mu-delta opioid receptor heterodimerization. cells, OPRM1-OPRD1 heterodimerization, luminescence. activation, % at 9.3 µM. 0.3% of 340,000 active. AID 504326; in the data active = activation above about 18%;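 note: 0% = vehicle-treated cells and 100% = reference agonist; values of inactives mirror those of a sister screen read the other way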
# Ecoli viability: counter-screen for AddAB inhibitors: E. coli growth inhibition. E. coli V3065 growth, OD600 absorbance, 18 h. inhibition, % at 11.9 µM. 0.27% of 330,000 active;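 active = inhibition above the campaign's mean inhibition across all tested compounds plus 3 SD, cut at about 9.9% in these data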;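 note: uninfected addAB+ strain grown without phage in ampicillin broth; 0% = DMSO wells and 100% = ciprofloxacin 0.95 µg/ml wells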
# Arr AP2 block: inhibitors of human beta-arrestin and AP2 interaction; FITC-arrestin peptide / GST-AP2 beads, flow cytometry; AP2 beta2 appendage carries R879A mutation; 0.31% of 340,000 active; inhibition, % at 10 µM;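 active = inhibition above a set limit, near 3 SD of compounds lacking own fluorescence, cut at about 54% in these data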;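 note: plate controls were DMSO wells for no effect and 5 µM unlabelled arrestin peptide for full effect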
#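 system = GST-tagged AP2 beta2-adaptin appendage (R879A) on 4 µm glutathione beads | reagent = FITC-labelled arrestin peptide probe, 50 nM final | schedule = compound with beads 12 min RT, then probe 1 h RT | signal = HyperCyt-sampled flow cytometry, FL1 channel, ex 488/em 535 nm | read-out = percent response from loss of bead-bound FITC fluorescence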
# Tat export inh: blocks Tat-dependent protein export in E. coli | E. coli MC4100 TorA-mCherry Tat export, fluorescence | AID 488895 | inhibition, % at 10 µM | 0.036% of 340,000 active;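 active = mean replicate inhibition at least 50% and at least half of replicates individually reaching 50%; inconclusive = only one of the two criteria met; inactive = neither criterion met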;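 note: exported cargo escapes ClpAP degradation while cytoplasmic cargo is degraded and loses fluorescence; 0% = median of neutral control wells and 100% = median of NaSCN control wells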
# DSG3 Ab inh: inhibitors of pemphigus antibody binding to human desmoglein-3 | DSG3-coupled beads, scFv-anti-DSG3-GFP binding, flow cytometry; stronger effect = lower value | 0.48% of 310,000 active | binding (percent of control), % at 10 µM | P32926;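 active = binding more than 3 SD below its plate's average and above zero; inconclusive = below that plate limit but binding exactly zero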;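 note: hits lower antibody fragment binding to DSG3; some compounds called inactive have numbers as strong as hits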
# Target sequence (P32926 whole entry, looked up, the tested form may be a part): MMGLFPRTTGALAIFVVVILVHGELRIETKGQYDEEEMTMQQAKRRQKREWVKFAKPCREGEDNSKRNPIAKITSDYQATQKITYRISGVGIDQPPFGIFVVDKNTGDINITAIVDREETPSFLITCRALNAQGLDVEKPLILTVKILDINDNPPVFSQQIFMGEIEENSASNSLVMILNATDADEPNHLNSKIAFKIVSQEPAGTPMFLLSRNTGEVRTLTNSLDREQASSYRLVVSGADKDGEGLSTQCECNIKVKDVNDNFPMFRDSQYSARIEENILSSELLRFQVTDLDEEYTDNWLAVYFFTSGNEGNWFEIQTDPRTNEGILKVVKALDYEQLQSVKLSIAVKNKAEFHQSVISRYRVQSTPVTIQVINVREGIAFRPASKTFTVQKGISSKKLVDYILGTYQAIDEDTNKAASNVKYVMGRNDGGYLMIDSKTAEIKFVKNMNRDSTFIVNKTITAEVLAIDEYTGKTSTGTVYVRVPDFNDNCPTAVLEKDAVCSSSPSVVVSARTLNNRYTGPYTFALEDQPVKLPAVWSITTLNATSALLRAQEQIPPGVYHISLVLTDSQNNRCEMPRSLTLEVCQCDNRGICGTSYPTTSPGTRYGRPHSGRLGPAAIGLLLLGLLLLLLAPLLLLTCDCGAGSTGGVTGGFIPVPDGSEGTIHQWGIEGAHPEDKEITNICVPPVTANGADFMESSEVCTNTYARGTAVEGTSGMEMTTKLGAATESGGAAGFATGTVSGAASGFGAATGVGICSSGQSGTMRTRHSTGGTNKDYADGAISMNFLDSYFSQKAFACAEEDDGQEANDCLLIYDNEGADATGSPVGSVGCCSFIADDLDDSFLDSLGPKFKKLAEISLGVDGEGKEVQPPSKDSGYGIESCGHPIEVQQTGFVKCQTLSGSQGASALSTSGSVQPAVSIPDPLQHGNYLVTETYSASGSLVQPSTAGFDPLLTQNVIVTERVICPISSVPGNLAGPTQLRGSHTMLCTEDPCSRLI
# PKA-R1A act: PKA-R1A complex activation; P00514+P68181; PKA-R1A dissociation, Cy5-IP20 fluorescence polarization; scaled: DMSO 0%, 113 µM cGMP 100%; activation, % at 11.4 µM; 0.083% of 340,000 active;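 active = percent activation above the mean of all tested compounds plus 3 SD, cut at about 19% in these data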;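 note: higher means more PKAc released from R1A so a rise in polarization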
# phage Ecoli inh: E. coli growth loss with phage present; inhibition, % at 11.9 µM; AID 651602; growth absorbance; 0.26% of 360,000 active; in the data active = inhibition above about 11%
# SUMO Mot1 rescue: inhibitors of SUMOylation pathway: yeast Mot1-301 growth rescue; S. cerevisiae Mot1-301 growth rescue, ATP luminescence, 38.5C; percent above DMSO median, 100 means doubled; growth rescue, % at 18.8 µM; AID 2716; 1% of 320,000 active;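 active = every valid replicate shows activation above 250% relative to neutral control wells; inactive = the rest, any valid replicate at or below 250%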;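 note: OY570 slx delta 5 strain wells were the positive control but not used for scaling; some compounds called inactive have numbers as strong as hits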
# MOR-DOR inv ag: mu-delta opioid heterodimer inverse agonism; cell-based MOR-DOR heterodimer luminescence; inhibition, % at 9.3 µM; AID 504357; 0.21% of 340,000 active; in the data active = inhibition above about 22%, passing the limit was not always enough;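 note: 0% = cells with DMSO and 100% = wells without cells with DMSO; values of inactives mirror those of a sister screen read the other way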
# AddAB inh: less growth of phage-infected E. coli with AddAB | E. coli expressing H. pylori AddAB, absorbance growth | inhibition, % at 11.9 µM | 0.29% of 330,000 active | AID 435030; in the data active = inhibition above about 12%;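 note: 0% = vehicle wells of infected cells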
# * hit, by the source's call; ? = inconclusive; . = not tested or not shown; & = joins results of further samples.
SMILES,PfHsp90 set2,MOR-DOR ag,Ecoli viability,Arr AP2 block,Tat export inh,DSG3 Ab inh,PKA-R1A act,phage Ecoli inh,SUMO Mot1 rescue,MOR-DOR inv ag,AddAB inh
COc1ccc(C(=O)N/C(=C\c2ccc3c(c2)OCO3)C(=O)NCCc2nc3ccccc3[nH]2)cc1,35,0.9,-0.9,8,1,106,7,2.2,-8,-4,-1.1
CCCCCCc1cc2cc(S(=O)(=O)c3ccc(C)cc3)c(=O)oc2cc1O,7,9.1,-1.5,-2,17,107,1,2.9,12,-46,3.6
CCC(Sc1nc2ncccc2[nH]1)C(=O)NC1CCC(C)CC1 (centres undefined),-10,-0.7,3.3,13,6,107,5,2.7,0,4,2.1
Cc1ccc2nc(-c3cccc(N)c3)oc2c1,-30,-0.6,0.9,24,5,123,-6,4.2,-16,4,0.8
O=C(Cc1cn2ccsc2n1)NCCc1ccc(F)cc1,17,0.3,-2.9,8,1,102,0,1.0,11,-2,-0.7
CCOCCCN1CN(Cc2ccccc2)CNC1=S,4,-2.4,2.1,11,-5,122,-5,4.3,-9,13,5.1
O=[N+]([O-])c1ccc2[nH]c(O)c(N=NC(=S)Nc3cccnc3)c2c1,-78,-3.8,0.4,7,2,84,-5,-1.9,80,20,1.6
CCc1ccc(OCC(=O)NCCN(C)C)c(Br)c1,0,0.0,-0.6,8,-2,108,-6,2.0,-1,0,-1.4
CC(C)=NNC(=O)C1=NNC(=O)C1,.,.,-1.1,1,.,99,.,1.1,231,.,0.8
Cc1ccccc1OCC(=O)O/N=C(\N)c1ccncc1,16,0.3,0.1,1,3,93,13,1.1,-24,-2,1.4
CC(=O)c1ccc(OCCCC(=O)OCC(=O)Nc2c(C)nn(-c3ccccc3)c2C)cc1,.,-2.4,-2.5,3,-7,97,-10,0.9,14,9,1.8
COc1ccc(C(=O)c2c3ccccc3[n+]([O-])n2CCCN)cc1,6&19,-2.6&-2.0,-1.1,7&-18,?,98&99,-17&-9,2.6&2.2,15,12&11,2.7
CCOc1ccccc1-c1cc(C(=O)N/N=C/c2cccnc2)c2ccccc2n1,5,0.2,-3.1,-4,19,111,4,1.0,-15,-1,-2.3
CCOc1ccc(C(C)=O)cc1COC(=O)C1=COCCO1,-8,0.9,1.6,5,-3,102,-5,-0.2,0,-5,-1.1
O=C(N/N=C/C=C\c1ccc([N+](=O)[O-])cc1)c1cccnc1,.,.,2.9,26,.,108,.,2.7,69,.,0.6
Cc1ccc(-n2nnnc2-c2ccco2)cc1,2,-1.6,-2.1,-8,-1,95,-13,-1.3,9,8,1.5
CCOC(=O)c1ccc(NC(=O)CSc2nnc(-c3cccs3)n2C)cc1,-15,1.1,2.6,-5,-3,78,0,0.5,-15,-6,1.5
NC1=NC[C@H](Cc2ccc(O)cc2)N1CCc1cc(C(F)(F)F)cc(C(F)(F)F)c1,?,-3.0,3.3,1,5,108,11,0.8,-22,17,3.8
CCCCn1c(O)c(/C=C2\C=Nc3ccccc32)c(=O)[nH]c1=O,22,3.1,-0.5,-2,-13,125,-6,0.0,9,-15,-1.1
COCCNC(=O)C(=O)N/N=C/c1ccccc1C(F)(F)F,-11,-2.7,-1.9,-4,-4,111,-3,2.4,18,14,-1.5
O=C(Nc1ccccc1O)c1cc(S(=O)(=O)N2CCOCC2)c(Cl)cc1Cl,.,-2.2,0.2,5,-3,127,-16,0.8,-22,12,2.2
O=C(Cn1cnc2ccccc21)Nc1cccc([N+](=O)[O-])c1,-15,.,1.2,-4,-1,103,9,3.0,7,.,-0.3
CN(C(=O)COC(=O)Cn1cnc2c1c(=O)n(C)c(=O)n2C)C1(C#N)CCCCC1,.,-0.6,-0.7,29,-4,99,-3,-0.8,-9,2,0.3
COCCCNC(=O)C(Cc1ccccc1)NS(=O)(=O)c1ccc2c(c1)c(=O)n(C)c(=O)n2C (centres undefined),9,-0.4,-0.3,7,-4,105,-2,3.6,4,2,0.9
O=C(Nc1cccnc1Cl)c1noc2c1CCc1ccccc1-2,11,-1.6,1.2,55*,?,98,-2,3.3,-18,9,-0.3
Cc1ccc(S(=O)(=O)N(C)C)cc1NC(=O)C(C)OC(=O)c1ccc2c(c1)OCCO2 (centres undefined),11,-0.7,1.3,16,8,94,3,1.8,-16,3,-0.3
Cc1cc(C)c2c(n1)SCC(=O)N2CC(=O)Nc1ccc(C)c(C)c1,25,-1.5,-0.7,4,-5,99,4,4.5,.,8,7.0
COc1ccc(C(=O)N/N=C/c2ccc(OC)c(CN3CCCc4ccccc43)c2)cc1,-2,-2.7,0.3,30,6,93,-2,3.7,-1,14,3.4
CC(=O)c1c(C)[nH]c(C(=O)COC(=O)COc2ccccc2)c1C,0,-3.1,-0.6,-23,2,.,-10,1.5,13,13,-1.0
N#C/C(=C\c1ccc(O)c(O)c1)C(=O)Nc1ccccc1,59,-1.0,-4.9,4,4,107,-9,2.4,369*,5,-4.3
O=C(NCCc1ccccc1)C1CCN(S(=O)(=O)N2CCCCC2)CC1,-4,-2.3,-0.8,-6,-6,101,3,-1.8,-14,12,2.7
CCOc1ccc(CCNC(=O)COC(=O)CSc2ccccc2C)cc1OCC,-12,0.2,-1.9,-5,-2,108,-15,-0.2,10,-1,0.4
CC(C)=CCCC(C)CN(C)CCc1ccccn1 (centres undefined),-1,-0.1,-1.5,15,2,105,-1,0.6,-13,1,-0.2
[O-][n+]1c2ccc3nonc3c2nn1-c1ccccc1Cl,-23,-1.6,-0.1,45,13,103,-2,2.2,5,9,1.8
COc1cc(-c2cc(C(=O)Nc3c(Cl)cc(Cl)cc3Cl)c3ccccc3n2)cc(OC)c1OC,3,0.1,1.6,-4,-1,99,-4,3.5,-22,-1,4.0
COc1ccc(CCNC(=O)CSc2nnc(CNC(=O)c3c(F)cccc3Cl)o2)cc1OC,13,-3.8,-1.8,7,7,108,-4,3.0,-8,20,2.5
COc1ccc(CC(=O)N/N=C(\C)c2cccs2)cc1OC,-11,-1.6,.,5,2,116,2,4.0,63,9,.
COc1ccccc1NC=C1C(=O)OC2(CCCCC2)OC1=O,.,-1.2,0.1,3,-4,94,1,1.4,0,6,3.1
CC(C)CCCC(C)NS(=O)(=O)Cc1ccccc1 (centres undefined),.,5.0,-1.2,9,15,98,-12,2.7,.,-26,4.5
Cc1nn(Cc2c(F)c(F)c(F)c(F)c2F)c(C)c1NC(=O)c1c([N+](=O)[O-])c(C)nn1C,0,-2.1,1.7,16,-6,98,3,0.8,-18,11,3.0
COC(=O)C1=C(C)NC2=C(C(=O)CC(C)(C)C2)C1c1cn(Cc2ccc(Br)cc2)nc1-c1ccccc1 (centres undefined),-11,-1.6,-4.3,1,-14,86,-15,.,22,10,0.3
CC(NC(=O)C1CCN(S(=O)(=O)c2cc([N+](=O)[O-])ccc2Cl)CC1)c1ccccc1 (centres undefined),-42,5.7,0.8,-1,-4,91,2,2.9,8,-36,2.3
Cc1ccc(C(=O)c2c3ccc([N+](=O)[O-])cc3[n+]([O-])n2CCC(N)=O)cc1,.,3.5,4.8,5,7,104,-1,1.4,61,-19,4.1
Cc1ccc(NC(=O)CSCC#N)cc1,13,-1.0,-2.7,37,3,98,8,2.4,2,6,-3.0
C=C(C)c1cccc(C(C)(C)NC(=O)NCC2CCCO2)c1 (centres undefined),11,-2.1,0.5,6,4,102,4,0.5,-28,9,1.7
O=C1c2ccncc2C(=O)N1c1cccc(Cl)c1,19,-1.9,-0.2,12,-2,83,4,1.8,-14,10,1.6
COC(=O)C1CCN(C(=O)COC(=O)c2ccc(N3CCCC3=O)cc2)CC1,-12,-2.1,-0.6,20,-7,.,-13,-0.2,-8,8,0.7
CCC(C)[C@H](NC(=O)N1CCCCC1)C(=O)OC (some centres undefined),-1,-3.1,1.4,8,-9,.,0,-2.1,-7,15,0.1
C=CCn1c(SCC(=O)Nc2nccs2)nnc1-c1ccco1,-11,0.7,1.6,5,9,.,-5,3.7,.,-5,3.6
NC(=O)C1CCN(c2cc(N3CCOCC3)ccc2[N+](=O)[O-])CC1,7,-0.9,0.0,.,14,101,-11,5.0,154,5,-0.4

# Continued.
SMILES,PfHsp90 set2,MOR-DOR ag,Ecoli viability,Arr AP2 block,Tat export inh,DSG3 Ab inh,PKA-R1A act,phage Ecoli inh,SUMO Mot1 rescue,MOR-DOR inv ag,AddAB inh
COc1ccc(C(O)c2ncc(C(F)(F)F)cc2Cl)cc1 (centres undefined),7,-3.3,0.4,0,-8,102,-3,0.5,-11,16,-0.2
Cc1ccccc1C(=O)NC1CCN(CC(=O)N2CCCCC2C)CC1 (centres undefined),-12,-1.8,-1.9,-3,-9,103,-1,-1.1,5,9,1.4
COc1ccc(Cc2nc3ccc(C(=O)N4CCCC4)cc3o2)cc1,-5,-2.6,0.2,33,-4,.,-7,0.4,-4,15,1.3
COc1ccc(NC(=O)CSC(C)c2nc3ccccc3c(=O)[nH]2)cc1 (centres undefined),0,-3.3,1.9,-1,-3,102,-11,1.2,-18,17,3.7
CCCCOc1ccc(C(=O)NCC(=O)NCC(=O)OCC)cc1,.,1.0,-2.0,17,9,113,-1,2.2,-1,-6,0.6
CN(CC(=O)Nc1ccc(Cl)c(Cl)c1)CC(=O)Nc1ccc2c(c1)OCO2,-2,0.2,0.9,37,2,114,-13,1.4,-21,-1,2.0
Cc1ccc(S(=O)(=O)Nc2ccc3c(c2)nc(CCN2CCN(c4ccccn4)CC2)n3C)cc1,5,-4.5,-2.3,-7,1,.,-6,2.5,-14,23,-0.2
O=c1cc(NC2CCCCCC2)[nH]c(=O)[nH]1,29,0.4,0.1,-10,5,.,2,1.2,-42,-2,2.2
COC(=O)c1sccc1NC(=O)c1csc(C)c1,-2,2.9,-0.2,0,15,101,-7,2.9,-4,-15,1.1
COc1cc(C)ccc1S(=O)(=O)NC1CC(C)(C)NC(C)(C)C1,-5,-4.0,-0.4,4,15,101,-15,0.6,-3,18,4.0
C/C(=N\NC(=O)c1ccc2c(c1)OCO2)c1cccnc1,-16,-3.0,1.7,-11,-1,.,-12,-0.9,-2,16,0.0
O=C(CCCc1ccccc1)Nc1cccc([N+](=O)[O-])c1,-5,4.0,1.9,33,-12,97,2,2.4,25,-20,5.6
Nc1c(C(=O)c2ccccc2)sc(Nc2ccccc2)c1S(=O)(=O)c1ccccc1,14,-2.1,-2.3,25,-2,95,-2,1.6,-9,9,0.4

# Rows are unselected; about 2.8% have a hit in one of these screens.
